PLAP inhibitors HTS = PLAP enzyme inhibitors, biochemical, luminescence, HTS (AID 690); Alkaline phosphatase, placental type (Homo sapiens); purified PLAP, luminescent substrate; higher % means a stronger effect; one-dose inhibition, % at 20 µM; IC50 in µM for titrated hits; hit rate 0.08% among 96,000; in the data active means a potency from the dose series; inactive means the rest, 99 in 100 with inhibition below about 30%; further: strong numbers were not always called active
MRP resist rev = reversal of MRP1-mediated doxorubicin resistance, primary screen, H69AR cells, doxorubicin co-treatment. differential viability (reversal), % at 10 µM. hit rate 0.04% among 85,000. H69AR cells + 2 uM doxorubicin, CellTiter-Glo, 72 h. AID 602, 2007;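 active means viability drop by adding the cancer drug above about 55%, with treated viability meeting a 40% cutoff, limit read from the data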;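 further: viability without doxorubicin minus viability with 2 µM doxorubicin for each compound; larger differential means the compound sensitizes cells more to doxorubicin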
NFkB transloc inh = inhibitors of IL-1B driven NFkB p65 nuclear import, primary screen, imaging, HUVEC, IL-1B stimulus, high-content imaging | hit rate 0.43% among 94,000 | HUVEC IL-1B NFkB p65 nuclear translocation imaging | AID 796, 2007 | inhibition, % at 2 µM;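 active means inhibition above about 30% together with a positive call from visual inspection of the well image, limit read from the data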;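 further: nuclear over cytoplasmic p65 intensity ratio measured by imaging; 0% = IL-1B stimulated DMSO wells and 100% = unstimulated DMSO wells; values of inactives mirror those of a sister screen read the other way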
Bcl-B TR3 displacers = displacers of TR3 peptide from Bcl-B, primary screen, selectivity assay for Bfl-1 inhibitor project, biochemical, fluorescence polarization; FP displacement of FITC-TR3 peptide from Bcl-B; higher % means a stronger effect; one-dose displacement, % at 20 µM; IC50 in µM for titrated hits; hit rate 0.11% among 96,000; AID 748, 2007;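 active means displacement above 50% at 20 µM plus a fluorescence interference ratio under 1.5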;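 further: plate controls were wells without compound for no effect and wells lacking Bcl-B protein for full effect; a part of the inactive calls stands beside numbers as strong as those of hits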
IL1B NFkB pot = enhancers of NFkB p65 translocation in HUVEC – imaging, IL-1B stimulus, high-content imaging, primary screen | HUVEC IL-1B NFkB p65 nuclear translocation imaging | activation, % at 2 µM | hit rate 0.3% among 94,000 | AID 819, 2007;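 active means activation above 40%, about the mean plus 3 SD, also judged a hit on visual image review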;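 further: percent activation is computed from the nuclear over cytoplasmic p65 intensity ratio; values of inactives mirror those of a sister screen read the other way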
MRP resist rev cytotoxicity = also measured in MRP resist rev; calls as there; viability, %; H69AR cells, CellTiter-Glo, 72 h; measured here: cytotoxicity without doxorubicin
MRP resist rev with doxorubicin = second read-out of MRP resist rev, no call of its own (marks repeat the call); viability, %; measured here: viability with 2 uM doxorubicin; stronger effect = lower value
NFkB transloc inh cell count 2 µM = further read-out of NFkB transloc inh, marked with its call; cell count; measured here: cells passing quality filter;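 raw number of nuclei counted in each imaged well without normalization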
IL1B NFkB pot cell count 2 µM = further read-out of IL1B NFkB pot, marked with its call; cell count; measured here: cells passing quality filter
An asterisk follows results filed as active; x = not tested or not shown. An excerpt; rates above refer to the full screens.

SMILES | PLAP inhibitors HTS | MRP resist rev | MRP resist rev cytotoxicity | MRP resist rev with doxorubicin | NFkB transloc inh | NFkB transloc inh cell count 2 µM | Bcl-B TR3 displacers | IL1B NFkB pot | IL1B NFkB pot cell count 2 µM
COc1cccc(Nc2cc(C)nc3ccccc23)c1 | x | 4 | 76 | 73 | -18 | 165 | x | 18 | 165
Cc1ccc(Cl)cc1N1CCN(C(=O)c2cc3c(=O)n(C)c4ccccc4c3n2C)CC1 | -60% | -1 | 61 | 62 | 7 | 162 | -18% | -7 | 162
O=C(NCCN1CCOCC1)c1ccc([N+](=O)[O-])cc1[N+](=O)[O-] | -3% | x | x | x | -2 | 73 | -10% | 2 | 73
CC(=O)Oc1ccc(-c2ccc(C(=O)O)cc2)cc1 | -8% | -2 | 90 | 91 | -18 | 121 | 2% | 18 | 121
CCOc1ccc(-c2cc(N3C(=O)Nc4ccccc4N3O)on2)cc1 | 6% | 7 | 104 | 97 | -1 | 131 | -9% | 1 | 131
COc1ccc(CCNC(=O)c2c(C)noc2C)cc1 | 0% | 6 | 91 | 85 | 5 | 152 | 1% | -5 | 152
CCC(=O)Nc1cc2c(C)cc(=O)oc2cc1C | 12% | 17 | 92 | 75 | 5 | 157 | -1% | -5 | 157
CCN(CC)C(=O)CSc1nnc(CCN)o1 | -24% | 2 | 98 | 97 | x | x | 5% | x | x
O=C(NCc1ccco1)C(C(=O)c1ccc(F)cc1)n1ccccc1=O (configuration not stated) | -16% | 14 | 96 | 82 | -13 | 129 | -7% | 13 | 129
Cc1ccc(-n2nc3ccc(NC(=O)c4ccc5c(c4)OCO5)cc3n2)cc1 | -14% | -2 | 45 | 47 | -9 | 177 | x | 9 | 177
N/C(=N\OC(=O)c1ccc(Cl)cc1)c1cccnc1 | -30% | -8 | 70 | 78 | -2 | 47 | 5% | 2 | 47
O=C(OCC(O)C(O)COC(=O)c1ccccc1)c1ccccc1 (configuration not stated) | 11% | 7 | 107 | 99 | 6 | 189 | -1% | -6 | 189
O=C1CC(N2CCN(c3ccc(S(=O)(=O)N4CCCC4)cc3)CC2)C(=O)N1c1ccc(F)cc1 (configuration not stated) | -60% | 10 | 96 | 86 | -15 | 102 | -7% | 15 | 102
CCN(CC)CCOC(=O)c1cccc(OC)c1 | -4% | x | x | x | 4 | 105 | -7% | -4 | 105
CCOc1ccccc1C1CC(=O)NC2=C1C(=O)CC(C)(C)C2 (configuration not stated) | -12% | -19 | 64 | 82 | -10 | 178 | -2% | 10 | 178
Cc1ccc(/C=C/C(=O)O)cc1S(=O)(=O)NCCCO | -5% | x | x | x | -7 | 147 | 8% | 7 | 147
CNC(=O)CN(c1cc(C)ccc1OC)S(=O)(=O)c1ccc(C)cc1 | -5% | 1 | 88 | 87 | 4 | 124 | -3% | -4 | 124
CCCC/C(O)=N\S(=O)(=O)c1ccc(N=NN(C)C)cc1 | x | 8 | 94 | 86 | -17 | 98 | x | 17 | 98
Cc1ccc2[nH]c3c(c2c1)CCc1cn[nH]c1-3 | 1% | -30 | 39 | 69 | -5 | 136 | 4% | 5 | 136
CC1CCN(C(=O)CSc2nc(N)cc(N)n2)CC1 | 12% | 10 | 100 | 90 | -17 | 185 | 6% | 17 | 185
CCNc1nc(-c2ccc(Cl)cc2)cs1 | 12% | 18 | 113 | 95 | x | x | 2% | x | x
CCC1CCCCN1CCCNC(=O)Cn1nc(-c2ccccc2)ccc1=O (configuration not stated) | -12% | -1 | 75 | 76 | -3 | 104 | 1% | 3 | 104
CCCn1nnc(NC(=O)c2ccc(-c3ccccc3)cc2)n1 | 11% | 4 | 90 | 86 | -8 | 145 | -1% | 8 | 145
O=C(CSc1nnc(COc2ccc(Cl)cc2)o1)OC1CCCCC1 | 4% | -5 | 102 | 106 | -24 | 140 | 0% | 24 | 140
O=C1CC(c2ccco2)Sc2nc3ccccc3n21 (configuration not stated) | 2% | -10 | 78 | 88 | 0 | 106 | -13% | 0 | 106
Cc1ccc(OCCOCCNC(C)C)c(Br)c1 | 3% | x | x | x | 4 | 149 | -2% | -4 | 149
CCc1cccc(C)c1NC(=O)c1cccc(N(C)C)c1 | 0% | x | x | x | -8 | 169 | -2% | 8 | 169
CCN(CC)c1ccc(C2NCC(c3ccc([N+](=O)[O-])cc3)O2)cc1 (configuration not stated) | x | 6 | 103 | 97 | -3 | 92 | x | 3 | 92
CC(=O)c1c(C)[nH]c(C(=O)NCc2ccc(C)cc2)c1C | 14% | 14 | 104 | 90 | 1 | 46 | -34% | -1 | 46
CCOC(=O)N1CCC(NC(=O)C(Cc2ccccc2)NC(=O)C2CCCCC2)CC1 (configuration not stated) | -68% | -4 | 73 | 78 | -8 | 109 | 9% | 8 | 109
CCc1n[nH]c2c1/C(=N/O)CCC2 | 7% | 11 | 101 | 90 | -9 | 136 | 0% | 9 | 136
Cc1nnc(SCC(=O)Nc2ncc(Cl)cc2Cl)n1Cc1ccccc1 | -22% | -11 | 83 | 94 | -13 | 185 | -8% | 13 | 185
CCOc1ccc(-n2c(SCc3ccc(C#N)cc3)nnc2-c2cccnc2)cc1 | -14% | 9 | 86 | 77 | -1 | 94 | -6% | 1 | 94
CCCCn1cnc2c(cnn2-c2ccc(F)cc2)c1=O | 15% | x | x | x | 0 | 143 | -13% | 0 | 143
Cn1nc(C(F)(F)F)c(C#N)c1N1CCN(c2ccccc2F)CC1 | 7% | -1 | 87 | 87 | 0 | 61 | 2% | 0 | 61
CC(C)(C)NC(=O)CN(C(=O)CS(=O)CC(=O)Nc1ccc(F)cc1)c1ccccc1 (configuration not stated) | -52% | 4 | 108 | 103 | x | x | 2% | x | x
CCC(C)COC(=O)C(C#N)c1nc2ccccc2nc1N1CCCCC1 (configuration not stated) | 22% | 4 | 82 | 78 | -34 | 53 | -58% | 34 | 53
CC(Sc1nnc2ccccn12)C(=O)N1CCc2ccccc2C1 (configuration not stated) | -10% | 4 | 90 | 86 | 0 | 89 | -9% | 0 | 89
CCCCOC1(c2ccccc2)NC(=S)NN=C1c1ccccc1 (configuration not stated) | 12% | 9 | 90 | 81 | -10 | 170 | -34% | 10 | 170
OC(CNCCc1ccccc1)c1ccccc1 (configuration not stated) | 11% | 8 | 83 | 75 | -24 | 122 | -11% | 24 | 122
COc1ccc2nc(NC(=O)c3ccc4ncsc4c3)sc2c1 | 1% | 4 | 58 | 54 | -4 | 168 | -5% | 4 | 168
CC(C)(C)C(=O)N1CCCC1C(=O)O (configuration not stated) | 1% | 10 | 115 | 104 | -22 | 185 | 5% | 22 | 185
CC(C)[C@H](N)c1nnc(SC/C=C/c2ccccc2)o1 | -21% | -6 | 98 | 104 | -14 | 65 | 1% | 14 | 65
Cc1cccc(Oc2sc(C(=O)c3ccccc3)c(N)c2C#N)c1C | 14% | x | x | x | -9 | 172 | -4% | 9 | 172
CCOC(=O)c1sc(NCCNc2nc(C)c(C(=O)OCC)s2)nc1C | 13% | 10 | 98 | 88 | x | x | -31% | x | x

Record cards, as listed above:
OC(CNCCc1ccccc1)c1ccccc1 (configuration not stated) as listed: PLAP inhibitors HTS = 11%; MRP resist rev = 8; MRP resist rev cytotoxicity = 83; MRP resist rev with doxorubicin = 75; NFkB transloc inh = -24; NFkB transloc inh cell count 2 µM = 122; Bcl-B TR3 displacers = -11%; IL1B NFkB pot = 24; IL1B NFkB pot cell count 2 µM = 122
CC(Sc1nnc2ccccn12)C(=O)N1CCc2ccccc2C1 (configuration not stated) as listed: PLAP inhibitors HTS = -10%; MRP resist rev = 4; MRP resist rev cytotoxicity = 90; MRP resist rev with doxorubicin = 86; NFkB transloc inh = 0; NFkB transloc inh cell count 2 µM = 89; Bcl-B TR3 displacers = -9%; IL1B NFkB pot = 0; IL1B NFkB pot cell count 2 µM = 89
CC(C)[C@H](N)c1nnc(SC/C=C/c2ccccc2)o1 as listed: PLAP inhibitors HTS = -21%; MRP resist rev = -6; MRP resist rev cytotoxicity = 98; MRP resist rev with doxorubicin = 104; NFkB transloc inh = -14; NFkB transloc inh cell count 2 µM = 65; Bcl-B TR3 displacers = 1%; IL1B NFkB pot = 14; IL1B NFkB pot cell count 2 µM = 65

The results go on.
SMILES | PLAP inhibitors HTS | MRP resist rev | MRP resist rev cytotoxicity | MRP resist rev with doxorubicin | NFkB transloc inh | NFkB transloc inh cell count 2 µM | Bcl-B TR3 displacers | IL1B NFkB pot | IL1B NFkB pot cell count 2 µM
CCOc1ccccc1C(=O)n1nc2nc(C)cc(C)c2c1N | 1% | 11 | 85 | 74 | 4 | 120 | 10% | -4 | 120
Cc1ccc(-c2nc(C)sc2CC(=O)O)cc1 | -20% | x | x | x | -4 | 168 | 2% | 4 | 168
COc1ccc(N2CC(C(=O)NCc3cccnc3)CC2=O)cc1 (configuration not stated) | 6% | -25 | 81 | 106 | 10 | 64 | 2% | -10 | 64
Cc1ccc(CNC(=O)CS(=O)CC(=O)O)cc1 (configuration not stated) | 2% | 1 | 97 | 96 | 8 | 86 | -4% | -8 | 86
COc1ccc(CCNC(=O)CCCn2c(=O)[nH]c3cc(OC)c(OC)cc3c2=O)cc1OC | x | -2 | 88 | 90 | -19 | 137 | x | 19 | 137
O=C(NC1CCCCCCC1)c1ccc2c(c1)N(Cc1ccc(F)cc1)C(=O)CS2=O (configuration not stated) | -38% | 6 | 71 | 65 | 13 | 113 | 2% | -13 | 113
CC(=O)c1n[nH]nc1NC(=O)c1ccccc1 | 3% | -6 | 104 | 110 | 10 | 173 | -21% | -10 | 173
CCCN1CCN(C(=O)c2cc3c(s2)-c2ccccc2S(=O)(=O)C3)CC1 | -40% | x | x | x | -1 | 155 | 4% | 1 | 155
CN(c1ccc(C(=O)Nc2ccccc2C(=O)N2CCOCC2)cc1)S(C)(=O)=O | x | -6 | 94 | 100 | 3 | 84 | x | -3 | 84
COc1cccc(C(O)c2cnc(C(C)C)n2C)c1OC (configuration not stated) | -2% | -5 | 85 | 90 | x | x | -9% | x | x
Cc1ccccc1NC(=O)CSc1nnc(-c2ccco2)c(-c2ccco2)n1 | -25% | -14 | 56 | 70 | x | x | 27µM* | x | x
COc1ccc(-n2c(N)c(C(=O)NCc3cccnc3)sc2=S)cc1 | 9% | -6 | 104 | 110 | -3 | 169 | 9% | 3 | 169
COc1ccc(C2C(C#N)=C(N)Oc3c2c(C)nn3-c2ccccc2)cc1Cn1nc(C)c([N+](=O)[O-])c1C (configuration not stated) | -14% | -28 | 55 | 83 | 5 | 136 | -3% | -5 | 136
O=C(COc1ccccc1)Nc1ccccc1C(=O)NCc1ccco1 | 23% | 11 | 91 | 79 | -3 | 170 | 10% | 3 | 170
COc1ccc(-n2c(N3CCN(C)CC3)nc3sc4c(c3c2=O)CCCCC4)cc1 | -53% | -13 | 22 | 35 | x | x | 1% | x | x
COc1cccc(CNc2ccc(F)c(Cl)c2)c1O | x | 16 | 102 | 86 | -34 | 117 | -87% | 34 | 117
CC(=O)c1cc2c(cc1NC(=O)CN1CCN(C(=O)c3ccco3)CC1)OCO2 | x | 1 | 94 | 93 | 11 | 82 | x | -11 | 82
O=C(CCC(=O)OCC(=O)c1ccc(Cl)cc1Cl)Nc1cccc2cccnc12 | 6% | x | x | x | -8 | 168 | -24% | 7 | 168
BrC(=C\c1ccccc1)/C=N/N1CCN(Cc2ccccc2)CC1 | -6% | x | x | x | 0 | 105 | -8% | 0 | 105
C(=N\Nc1nc2ccccc2s1)/c1cccs1 | -48% | x | x | x | x | x | 4% | x | x
CCOC(=O)N1CCC(NC(=O)Cn2cccc2C(=O)c2ccccc2)CC1 | -3% | -1 | 85 | 86 | -14 | 185 | -17% | 14 | 185
CC(C)Cn1c2c(c(O)c(C(=O)Nc3nccs3)c1=O)CCCC2 | -66% | -13 | 89 | 102 | -14 | 132 | -7% | 14 | 132
CCOC(=O)c1c(C)n(C)c2cc(Br)c(C)cc12 | -6% | 10 | 97 | 88 | -5 | 64 | 4% | 5 | 64

From PubChem BioAssay
